Screening data from PubChem BioAssay.
Caspase-1 inhib = caspase-1 (human) inhibition, allosteric or competitive; AID 900; P29466; 75,000 tested, 0.03% active; Caspase-1 enzyme, Ac-WEHD-AFC fluorogenic rate; Potency, µM (titrated, usually from 57.5 µM), for the others: at the highest dose activity change, negative = inhibition, usual class: inhibitors;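 note: potency is the fitted concentration of half-maximal effect; plate controls were vehicle for no effect and no substrate for full effect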
Target sequence (P29466 120-297 limits assumed): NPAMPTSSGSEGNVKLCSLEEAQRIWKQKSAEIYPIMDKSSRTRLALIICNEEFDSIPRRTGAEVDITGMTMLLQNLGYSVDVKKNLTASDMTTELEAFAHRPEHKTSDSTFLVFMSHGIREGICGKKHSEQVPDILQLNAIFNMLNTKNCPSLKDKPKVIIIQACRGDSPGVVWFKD
Target sequence (P29466 317-404 limits assumed): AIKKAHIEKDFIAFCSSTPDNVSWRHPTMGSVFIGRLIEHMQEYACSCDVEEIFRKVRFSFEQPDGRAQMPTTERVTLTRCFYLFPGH
Rhodamine fluor = compound fluoresces in the rhodamine spectral region | Rhodamine-region fluorescence, 547/598 nm, Tris buffer; stronger effect = higher value | max dye-equivalent concentration, M | 59,000 tested, 0.05% active | AID 594; in the data active = max dye-equivalent concentration above about 11 nM; inconclusive = between about 1.1 nM and that limit
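Steps: pin-transfer compounds into pH 8.0 Tris (100 mM), hold 15 min at room temperature, image with a 547/598 nm filter pair, and convert intensities to rhodamine-equivalent concentration using a six-point on-plate rhodamine series.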
HEK293 cAMP cs = counter-screen for TSHR agonists: cAMP increase in parental HEK293; parental HEK293 CNG cAMP sensor, membrane potential fluorescence; Potency, µM (highest dose often 57.1 µM), inactives show at the top dose activation, most hits filed as activators; 73,000 tested, 2.5% active; AID 938; note: potency is the fitted concentration of half-maximal effect; % of control where 0% means no effect; nearly all actives have a fitted effect of over 55% in size
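Parental HEK 293 cells stably expressing a cAMP-gated CNG channel were loaded with membrane potential dye containing 100 uM RO 20-1724 for 60 min. Compound added for 30 min; depolarization read as fluorescence intensity at 590 nm.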
BRCT inh red = inhibitors of human BRCA1 BRCT-phosphoprotein interaction (red fluorophore); P38398; BRCT-phosphopeptide binding, red fluorescence polarization; Potency, µM (highest dose often 76.9 µM), without a hit: at the top dose activity change, negative = inhibition, hits mostly inhibitors; 75,000 tested, 0.03% active; AID 892; note: % is set by controls: 0 for no effect and ±100 for the full control effect
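Rhodamine-labelled pBACH1 10-mer (100 nM) bound to BRCT domain (100 nM) at pH 7.3; compounds incubated 12 min room temperature, polarization read. Free peptide defines full inhibition; unlabelled decapeptide titrated as control.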
15-hLO inh = blocks human 15-lipoxygenase activity | P16050 | purified 15hLO-1, xylenol orange hydroperoxide absorbance | Potency, µM (doses to about 57.1 µM), for the others: at the highest dose activity change, negative = inhibition, most hits filed as inhibitors | 74,000 tested, 1.4% active | AID 887; note: potency is the fitted concentration of half-maximal effect; % is set by controls: 0 for no effect and ±100 for the full control effect; nearly all actives have a fitted effect of over 55% in size
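Quantitative HTS in 25 mM Hepes pH 7.5 containing 0.01% Triton X-100: human 15hLO-1 at 40 nM, arachidonic acid at 50 uM, 6 min turnover. Product quantified via ferrous oxidation/xylenol orange, 573:405 nm absorbance ratio.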
USP2a inhib = inhibitors of human ubiquitin-specific protease USP2a; O75604; AID 927; 60,000 tested, 0.1% active; Potency, µM (series often up to 38.3 µM), inactives show at the top dose activity change, negative = inhibition, hits mostly inhibitors; USP2a enzymatic assay, qHTS inhibition;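 note: potency is the fitted concentration of half-maximal effect; nearly all actives have a fitted effect of over 60% in size; plate controls were DMSO for no effect and NEM full inhibition control for full effect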
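20 nM USP2 core + cpd, 30 min RT; add 20 nM Ub-PLA2/20 uM NBD C6-HPC; read Ex460/Em535 at 0 h and 2.5 h. Normalized to NEM; qHTS curve fit/classification.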
Caspase-7 inhib = allosteric or competitive inhibitors of human caspase-7; P55210; recombinant caspase-7, Ac-DEVD-AFC fluorescence rate; Potency, µM (doses to about 57.5 µM), for inactives: at the highest dose activity change, negative = inhibition, hits mostly inhibitors; 75,000 tested, 0.02% active; active = well fitted inhibition curve with a large enough effect in the main read-out, with a control signal flat, not every such curve was filed as active; inconclusive = small, poorly fitted or top-dose-only effect, or a change in a side signal; note: potency is the fitted concentration of half-maximal effect; % of control where 0% means no effect
Target sequence (P55210 24-198 limits assumed): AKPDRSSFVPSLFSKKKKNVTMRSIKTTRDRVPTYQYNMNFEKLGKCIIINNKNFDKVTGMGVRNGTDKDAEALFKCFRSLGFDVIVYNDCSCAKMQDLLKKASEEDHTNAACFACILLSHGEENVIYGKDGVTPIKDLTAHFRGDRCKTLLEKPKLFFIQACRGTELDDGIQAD
Target sequence (P55210 207-303 limits assumed): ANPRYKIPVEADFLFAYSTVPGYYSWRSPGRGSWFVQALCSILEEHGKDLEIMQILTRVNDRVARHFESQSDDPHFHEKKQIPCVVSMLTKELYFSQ
Tau fil binding = binders of human tau filaments. P10636. recombinant tau filaments, thioflavin S fluorescence, 15 h; filaments grown with octadecylsulfate alongside compound. Potency, µM (top dose mostly 57.1 µM), for inactives: at the highest dose activity change, negative = inhibition. 71,000 tested, 2% active;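 note: potency is the fitted concentration of half-maximal effect; % is set by controls: 0 for no effect and ±100 for the full control effect; actives lower thioflavin S fluorescence by blocking filaments or displacing dye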
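ThS-based fibril read: tau 1 uM final, inducer ODS 30 uM final, 37 C for 15 h, ex 450/em 510 nm.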
HADH2 inh = inhibitors of human HADH2 dehydrogenase; recombinant HADH2, NADH fluorescence, beta-hydroxybutyryl-CoA; Potency, µM (doses to about 57.1 µM), inactives show at the highest dose activity change, negative = inhibition, most hits filed as inhibitors; 73,000 tested, 3.4% active; note: potency is the fitted concentration of half-maximal effect; % is set by controls: 0 for no effect and ±100 for the full control effect; nearly all actives have a fitted effect of over 60% in size; many of its hits are not listed in these tables
Target sequence (Q99714 whole entry, looked up, one chain of several): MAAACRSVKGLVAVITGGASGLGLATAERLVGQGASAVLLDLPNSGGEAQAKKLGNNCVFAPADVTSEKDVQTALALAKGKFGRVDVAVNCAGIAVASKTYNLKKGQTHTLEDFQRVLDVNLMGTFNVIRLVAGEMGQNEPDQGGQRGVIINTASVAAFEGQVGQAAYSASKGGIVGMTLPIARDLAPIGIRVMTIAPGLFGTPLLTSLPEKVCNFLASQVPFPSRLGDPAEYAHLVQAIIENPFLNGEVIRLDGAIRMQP
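NADH fluorescence (ex 360/em 450 nm) read every 30 s for 4 min; activity taken as last-minus-first time point difference. Enzyme 20 nM, NAD+ 1 mM, beta-hydroxybutyryl-CoA 90 uM, pH 9.0 Tris buffer.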
BRCT inh green = blocks human BRCA1 BRCT binding to phosphopeptide, green readout; P38398; 75,000 tested, 0.05% active; BRCA1 BRCT-phosphopeptide binding, green fluorescence polarization; Potency, µM (doses to about 76.9 µM), inactives show at the highest dose activity change, negative = inhibition, hits mostly inhibitors;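 note: potency is the fitted concentration of half-maximal effect; plate controls were peptide without protein for full effect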
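Fluorescence polarization: His-tagged BRCT (~35 kDa BRCA1 C-terminus, 250 nM) bound to 100 nM fluorescein-labeled phosphorylated 10-aa BACH1 peptide, pH 7.3 phosphate buffer with DTT and Tween 20. Compounds incubated 12 min at room temperature; inhibition read as lowered polarization.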
DNA Pol III inh = blocks replication by bacterial DNA polymerase III holoenzyme. 71,000 tested, 0.25% active. AID 603. Potency, µM (top dose mostly 57.1 µM), inactives show at the top dose activity change, negative = inhibition. reconstituted DNA polymerase III holoenzyme replication, biochemical; note: potency is the fitted concentration of half-maximal effect; % is set by controls: 0 for no effect and ±100 for the full control effect
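Reconstituted *E. coli* holoenzyme (0.35 nM Pol III, 1 nM beta, 154 nM SSB, 2 nM primase) was preincubated with compound for 15 min at RT. Synthesis on 1.4 nM ssM13Gori ran 35 min, then was stopped with PicoGreen/EDTA and read as dsDNA fluorescence.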
An asterisk follows results filed as active; i = inactive; ? = inconclusive; . = no result given; [ ] = remark or other dose. Unless noted, calls come from the whole dose curve; as a rule, active = well fitted curve in the direction sought with a large enough effect; inconclusive = small, poorly fitted or top-dose-only effect, or another doubt; inactive = no such curve, though single readings can be large; an effect the other way counts as inactive or inconclusive.

SMILES	Caspase-1 inhib	Rhodamine fluor	HEK293 cAMP cs	BRCT inh red	15-hLO inh	USP2a inhib	Caspase-7 inhib	Tau fil binding	HADH2 inh	BRCT inh green	DNA Pol III inh
Cc1ccc(S(=O)(=O)O[C@@H]2[C@H]([C@@H]3COC(C)(C)O3)O[C@H]3OC(C)(C)O[C@@H]32)cc1	1%[11.5 µM]	i	-11%[11.4 µM]	-0.7%[15.4 µM]	1%[11.4 µM]	.	-4%[11.5 µM]	1%[11.4 µM]	0%[11.4 µM]	-0.1%[15.4 µM]	-24%[11.4 µM]
COc1ccc(S(=O)(=O)n2nc(OC(=O)c3ccccc3)cc2N)cc1	1%	i	2%	-0.2%	-7%	?	-2%	-3%	16µM*	-1.1%	-6%
OC1(CN2CCOCC2)C2CN3CCN(C2)CC1(c1ccccc1)C3 (stereo not drawn)	0%	.	2%[11.4 µM]	1.2%	0%[11.4 µM]	2%[7.66 µM]	-1%	5%[11.4 µM]	2%[11.4 µM]	-0.2%	8%[11.4 µM]
Cc1cc(NCCOCCO)n2ncc(-c3ccc(Cl)cc3)c2n1	-4%	i	-31%[inhibitor]	-0.1%	-17%	10%	-2%	1%	-2%	-1.6%	-1%
COc1ccccc1N1CCN(c2nc3ccccc3nc2C(C#N)C(=O)OC(C)C)CC1 (stereo not drawn)	-11%	i	?	0.2%	-8%	24%	-13%	7.9µM*	15%	-0.3%	-4%
CCOC(=O)CC(=O)CSc1ncc(C(=O)OCC)c(N)n1	1%	i	17%	-3.9%	14%	-3%	-2%	0%	0%	1.1%	-3%
O=C(C1=C(O)C(=O)N(c2ncccn2)C1c1ccc(Cl)c(Cl)c1)c1ccco1 (stereo not drawn)	-14%	.	9%	1.3%	-3%	.	?	.	-18%	3.9%	.
O=C(O)CNC(=O)c1ccc(OC(F)F)cc1	1%	i	7%	-0.1%	7%	0%	1%	-2%	-8%	-1.0%	-4%
CC(C)Oc1cccc(C(=O)Nc2ccc(N3CCN(S(C)(=O)=O)CC3)cc2)c1	0%	i	-4%	0.5%	-6%	-2%	0%	-6%	-6%	-1.2%	1%
Cc1ncc(CSc2nc3ccccc3[nH]2)c(N)n1	-2%	i	3%	0.6%	3%	-9%	-2%	9%	-6%	-1.3%	0%
NCC1O[C@@H](OC2C(N)CC(N)C(O)C2O[C@@H]2OC(CO)C(O)C2O)C(N)C(O)C1O (stereo partly drawn)	-1%	.	.	-0.6%	8%	-11%	-2%	.	.	-2.1%[3.08 µM]	.
OCc1nnn(-c2cccc(C(F)(F)F)c2)c1CO	2%	i	-2%	-0.2%	6%	4%	1%	11%	9%	1.6%	1%
Cc1cc(C(=O)NCc2cccnc2)no1	-2%	.	23%	-0.2%	6%	.	-1%	.	-2%	-4.1%	.
COC(=O)Cn1c(=O)sc2ccccc21	1%	i	1%	-0.3%	6%	-9%	8%	5%	6%	1.5%	-4%
O=C(Nc1cccc(F)c1)N1CC[C@@]2(CCCNC2)C1	-5%	i	6%	-0.9%	1%	33%[activator]	-6%	6%	-1%	-3.1%	-5%
CCCN(CCC)S(=O)(=O)c1ccc(C(=O)Nc2nnc(-c3cc(OC)cc(OC)c3)o2)cc1	1%	i	4%	0.8%	70%[activator]	22%	-2%	-12%	-14%	-3.7%	1%
O=C1c2ccccc2C(=O)N1CCCOc1ccccc1	-2%	i	14%	2.2%	7%	16%	-2%	-9%	3%	2.0%	-6%
Cc1nn2c(-c3ccco3)nnc2c2ccccc12	0%	i	28%	-2.2%	-8%	-1%	-2%	11%	10%	-1.1%	-11%
Cc1nc(SCC(=O)Nc2ccccc2)c2oc3ccccc3c2n1	-1%	i	27%	0.0%	5%	7%	0%	2%	-5%	-0.6%	-6%
O=C1C=CC(=O)C2=C1C1c3ccccc3C2c2ccccc21	-1%	.	-2%	0.4%	0.79µM*	.	0%	.	0.1µM*	-2.4%	.
CC(NC(=O)C1CCC1)c1ccccc1 (stereo not drawn)	-1%	i	-4%	0.7%	6%	2%	-1%	1%	-1%	-2.6%	4%
COc1ccc(N2C(=O)CC(N3CCN(c4ccccc4F)CC3)C2=O)cc1 (stereo not drawn)	0%	.	3%	-0.9%	2%	2%	-1%	-3%	1%	-2.8%	-6%
CCn1c(C)c(C(C)=O)c(N2CCCCC2)nc1=S	-1%	i	0%	-0.1%	-2%	1%	0%	-5%	-7%	-1.9%	4%
Cn1c(=O)c2c(SCC(=O)N3CCC(Cc4ccccc4)CC3)nc(C3CC3)nc2n(C)c1=O	-2%	.	5%	-0.1%	0%	.	1%	81%	16%	0.9%	-4%
O=C(OCc1ccccc1)C1CCCN1C(=O)c1cccs1 (stereo not drawn)	?	i	18%	1.3%	-5%	1%	0%	7%	-4%	-1.1%	-2%

Overlap with the part before: two entries, followed by the next part.
SMILES	Caspase-1 inhib	Rhodamine fluor	HEK293 cAMP cs	BRCT inh red	15-hLO inh	USP2a inhib	Caspase-7 inhib	Tau fil binding	HADH2 inh	BRCT inh green	DNA Pol III inh
Cn1c(=O)c2c(SCC(=O)N3CCC(Cc4ccccc4)CC3)nc(C3CC3)nc2n(C)c1=O	-2%	.	5%	-0.1%	0%	.	1%	81%	16%	0.9%	-4%
O=C(OCc1ccccc1)C1CCCN1C(=O)c1cccs1 (stereo not drawn)	?	i	18%	1.3%	-5%	1%	0%	7%	-4%	-1.1%	-2%
CCOC(=O)CSC(CC)C(=O)Nc1nnc(CC)s1 (stereo not drawn)	-1%	.	8%	-0.9%	-4%	.	2%	7%	10%	-1.3%	1%
COc1ccccc1C(=O)Nc1nc2ccc(S(C)(=O)=O)cc2s1	-2%	.	7%	-0.1%	-5%	9%	0%	119%	-28%	-4.1%	-2%
Fc1ccc(-c2csc3nnc(SCc4cccnc4)n23)cc1	0%	i	-1%	0.1%	4%	.	2%	-15%	1%	-3.7%	-5%
CC(C)c1nnc(NC(=O)CSc2nc3ccccc3s2)s1	-1%	i	?	1.2%	-10%	8%	-3%	27%	4%	-2.9%	5%
O=C(NCc1cccnc1)c1cc(-c2cccs2)on1	-3%	i	5%	-0.6%	-5%	3%	-1%	-3%	-1%	-2.9%	-5%
O=C(Cc1ccccc1)NC(NCCCN1CCOCC1)(C(F)(F)F)C(F)(F)F	0%	i	20%	0.0%	12%	3%	0%	-7%	2%	-2.0%	-3%
O=C(C1CCCCC1)N1CCC(c2nc3ccccc3[nH]2)CC1	-1%	i	26%	2.3%	10%	-1%	-2%	5%	6%	-0.3%	-3%
CC(C)c1ccccc1N1CC(C(=O)O)CC1=O (stereo not drawn)	4%	i	-1%	1.0%	?	0%	-1%	-3%	-2%	-3.2%	-6%
Cc1cc(C)c(S(=O)(=O)NCC2CCC(C(=O)NCCCN3CCOCC3)CC2)c(C)c1 (stereo not drawn)	3%	i	14%	0.0%	-2%	11%	1%	15%	2%	0.9%	0%
CCOc1ccc(/C=C\C(C)=N\O)cc1	0%	.	-9%	2.0%	-1%	.	0%	.	3%	-2.7%	.
C=CCNC(=O)c1scc2c1CCCC2	3%	i	5%	0.9%	3%	-2%	1%	-5%	1%	-0.2%	-6%
O=C(NCCC1=CCCCC1)C1CCN(Cc2cnn(-c3ccccc3)c2-n2cccc2)CC1	-2%	i	-3%	1.5%	-15%	37%[activator]	-2%	88%	-13%	-0.2%	7%
CN(C)c1ccc(C(=O)c2ccccc2C(=O)O)c(O)c1	-1%	i	4%	0.4%	3%	.	1%	0%	-21%	-2.0%	-7%
CCCCNC(=O)NS(=O)(=O)c1ccc(NS(=O)(=O)c2ccccc2)cc1	-1%	.	17%	-0.8%	3%	-7%	1%	6%	-4%	-0.8%	-10%
O=C(CSc1nc2ccccc2o1)Nc1ccc(N2CCOCC2)cc1	2%	i	7%	-0.8%	-4%	8%	2%	6%	-25%	-2.1%	0%
CS(=O)(=O)Nc1cccc(-c2ccc3ncnc(NCc4cccnc4)c3c2)c1	-1%	i	-13%	4.9%	-2%	35%[activator]	-2%	11%	8%	16%	-2%
CCS(=O)(=O)N1CCC(C(=O)NCCC2=CCCCC2)CC1	3%	i	5%	-0.3%	-18%	5%	-2%	8%	5%	-3.9%	-11%
COc1cc(NC(=O)c2cc3c(=O)n(C)c4ccccc4c3n2C)cc(OC)c1OC	2%	.	-7%	-0.7%	-12%	.	-4%	226%	294%[activator]	-1.0%	-6%
COC(=O)N1CCC[C@@]2(CCN(c3ncccn3)C2)C1	1%	i	-75%[inhibitor]	-4.6%	4%	18%	-1%	-2%	-9%	-0.5%	-5%
Cc1c(C(=O)Nc2ccc(Cl)cn2)oc2ccccc12	0%	i	18%	0.7%	-3%	-1%	1%	9%	-7%	1.6%	2%
CCOC(=O)c1c(C)oc2ccc(O)c(CN3CCCCC3)c12	1%	i	16µM*	1.0%	1%	-1%	-1%	5%	0%	-1.1%	-6%

A portion of the library (hit frequency here may not be typical).
